# High-throughput results from PubChem.
# APP 5'UTR act: activators of APP 5'UTR luciferase reporter, primary screen, SH-SY5Y cells; activation, % at 2 µM; SH-SY5Y APP 5'UTR luciferase reporter, luminescence; zero percent = DMSO vehicle wells; actives 1% (n = 190,000);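 active = activation above a set limit, based on mean plus 3 SD of controls, cut at about 140% in these data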; also: values of inactives mirror those of a sister screen read the other way
# FLuc inh counter: firefly luciferase enzyme inhibitors, primary screen, artefact control for luciferase-based inhibitor screens, biochemical, luminescence, ATPLite; Luciferin 4-monooxygenase (Photinus pyralis), P08659; 10 min; inhibition, % at 10 µM; actives 1.5% (n = 200,000); AID 1006, 2008;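 active = inhibition above about 50% when tested at 10 µM, limit read from the data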
# Target sequence (P08659 whole entry, looked up): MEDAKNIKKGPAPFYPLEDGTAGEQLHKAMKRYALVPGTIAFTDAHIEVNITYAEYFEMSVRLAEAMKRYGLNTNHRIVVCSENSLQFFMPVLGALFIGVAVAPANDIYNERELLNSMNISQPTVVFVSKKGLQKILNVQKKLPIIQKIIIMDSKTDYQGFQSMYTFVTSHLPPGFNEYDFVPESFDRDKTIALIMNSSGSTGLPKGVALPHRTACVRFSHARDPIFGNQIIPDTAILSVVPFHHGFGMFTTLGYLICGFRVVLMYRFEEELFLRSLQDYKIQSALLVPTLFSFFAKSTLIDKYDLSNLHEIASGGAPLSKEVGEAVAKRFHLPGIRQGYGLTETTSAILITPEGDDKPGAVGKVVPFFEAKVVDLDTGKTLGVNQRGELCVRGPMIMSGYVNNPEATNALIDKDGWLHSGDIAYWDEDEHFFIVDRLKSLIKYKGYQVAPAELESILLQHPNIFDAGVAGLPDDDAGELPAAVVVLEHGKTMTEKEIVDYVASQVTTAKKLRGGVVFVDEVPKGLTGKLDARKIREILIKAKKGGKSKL
# STAT3 blocker: IL-6 driven STAT3 reporter inhibitors, primary screen, U3A cells, luciferase, luminescence, MLSCN library; IL-6 STAT3-luciferase reporter; host cell line lacks STAT1; inhibition, % at 5.5 µM; actives 0.89% (n = 190,000);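 active = inhibition above the mean inhibition across all screened compounds plus 3 SD, cut at about 44% in these data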;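 also: 0% = DMSO only wells and 100% = 100 µM nifuroxazide control wells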
# RAM network inh: inhibitors of the yeast RAM network, primary screen, dse1pr::URA3 reporter, 5-FOA selection; AID 868, 2007; inhibition, % at 50 µM; S. cerevisiae dse1pr::URA3 reporter, 5-FOA growth OD615, 2 d; analog-sensitive cbk1-as2 kinase mutant strain; actives 1.8% (n = 190,000);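 active = inhibition above a set limit, 3 SD over mean compound inhibition, cut at about 8.4% in these data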;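 also: 0% = DMSO-only wells with no growth and 100% = 10 µM 1-NA-PP1 full growth; inhibition rescues growth on 5-FOA so higher OD means more RAM inhibition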
# APP 5UTR inh: inhibitors of APP translation via 5'UTR reporter, primary screen, APP 5'UTR luciferase, SH-SY5Y cells | actives 0.82% (n = 190,000) | AID 1285, 2008 | SH-SY5Y APP 5'UTR-luciferase reporter, luminescence | inhibition, % at 2 µM;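 active = inhibition above a set limit, derived from the sample mean plus 3 SD, cut at about 45% in these data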; also: values of inactives mirror those of a sister screen read the other way
# STAT1 blocker: STAT1 signaling inhibitors, primary screen, cell-based, HTS, luciferase reporter. NIH 3T3 STAT1-luciferase reporter, IFN-gamma, luminescence. inhibition, % at 5.5 µM. actives 0.35% (n = 200,000);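 active = inhibition above a set limit, the mean inhibition across all tested compounds plus 3 SD, cut at about 34% in these data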;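 also: 0% = IFN-gamma with DMSO and 100% = IFN-gamma with 300 µM nifuroxazide; values of inactives mirror those of a sister screen read the other way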
# STAT3 act: IL-6 driven STAT3 reporter potentiators, primary screen, U3A cells, luciferase, luminescence, MLSCN library; IL-6 STAT3-luciferase reporter; 100% = signal with IL-6 EC80 alone; activation (% of control), % at 5.6 µM; actives 0.91% (n = 190,000); AID 871, 2007;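 active = activation above the screen-wide mean of compound activation plus 3 SD, cut at about 130% in these data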;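 also: 0% = background luminescence of wells with medium and substrate only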
#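 Test system: human U3A cells carrying STAT3-luciferase construct; control set: IL-6-only wells as 100% reference; timing: compound pre-incubation 1 h before IL-6, then 6 h stimulation at 37 °C; also added: IL-6 stimulus at 33 ng/mL final; evaluation: % activation versus median of IL-6-stimulated wells; detection: reporter luminescence signal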
# Hsp70 act: Hsp70 transcriptional activators, primary screen, cell-based, HeLa, Hsp70 promoter luciferase, luminescence, 10 µM | HeLa Hsp70 promoter luciferase reporter; scaled: vehicle 0, proteasome-inhibitor control 100% | AID 1203, 2008 | actives 0.04% (n = 200,000) | activation, % at 10 µM;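 active = activation above the mean across all tested compounds plus 3 SD, cutoff set per campaign, cut at about 5.5% in these data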;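 also: 100% = MG132 at 30 µM as the positive control and 0% = DMSO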
# NF-kB neuron act: activators of NF-kB expression in neurons, primary screen, cell-based, HTS; AID 1239, 2008; actives 1.6% (n = 190,000); fold change at 12.5 µM; human neuronal cells, NF-kB reporter expression; stronger effect = higher value; in the data active = fold change above about 3.3
# STAT1 act: STAT1 signaling activators, primary screen, cell-based, HTS, luciferase reporter; NIH 3T3 STAT1-luciferase reporter, IFN-gamma, luminescence; 100% = IFN-gamma alone, no compound; actives 2.6% (n = 200,000); activation (% of control), % at 5.5 µM; AID 932, 2007;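 active = activation above the screen-wide mean activation plus 3 SD, cut at about 130% in these data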;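 also: raw ratio to IFN-gamma control signal so 100% means no change and 0% no light; values of inactives mirror those of a sister screen read the other way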
# Active calls of the source: *; x = not tested or not shown.
SMILES,APP 5'UTR act,FLuc inh counter,STAT3 blocker,RAM network inh,APP 5UTR inh,STAT1 blocker,STAT3 act,Hsp70 act,NF-kB neuron act,STAT1 act
CCOC(=O)C(C(=O)OCC)C(Nc1cccc(Br)c1)c1ccccc1 (stereo not drawn),0,-4,3,1.5,0,26,103,1.0,1.8,77
Cc1ccc2c(c1)C1CN(C)CCC1N2S(=O)(=O)c1ccc(Oc2ccc([N+](=O)[O-])cc2)cc1 (stereo not drawn),3,-7,x,0.9,-3,-10,x,-0.3,0.81,108
Cc1cccc(N(C(=O)c2ccc(Cl)cc2)C2CS(=O)(=O)CC2OC(=O)c2ccc(Cl)cc2)c1 (stereo not drawn),-3,-4,1,4.0,3,10,103,0.0,1,91
CCC(=O)N1CCc2cc(S(=O)(=O)CCC(=O)O)ccc21,-5,-3,10,0.8,4,-5,95,-0.2,0.97,105
Cc1oc(-c2cccs2)nc1CN1CCN(C(C)C)C(CCO)C1 (stereo not drawn),7,-5,1,1.2,-7,-5,104,-0.3,1.2,102
CCOC(=O)C1=C(CSCc2ccccc2)NC(=O)NC1c1cc(C)ccc1C (stereo not drawn),7,-12,-4,2.1,-7,19,105,-0.2,0.91,82
Cc1nc2ccc(N)cc2c(=O)n1Cc1ccc(Cl)cc1,23,0,3,0.7,-23,-12,106,-0.3,1.4,111
CC(C(=O)N1CCCCC1)N1C(=O)c2ccccc2C1=O (stereo not drawn),-9,0,5,0.8,9,3,102,-0.1,1,98
N#C/C(=C(/O)COc1ccccc1)c1nc2ccccc2s1,35,10,6,2.6,-35,8,98,-0.1,1.3,93
Cc1cc(C(=O)COC(=O)c2n[nH]c3ccccc23)c(C)n1CC1CCCO1 (stereo not drawn),168*,92*,64*,2.1,-168,1,47,-0.4,1,99
COc1ccc(CNC(=O)Cn2nnc(-c3ccc(NC(=O)C4CCCCC4)cc3)n2)cc1,44,-5,-2,9.0*,-44,0,104,-0.5,1.4,100
CCOC(=O)C1CCCN(Cc2nc(N)nc(Nc3ccccc3OC)n2)C1 (stereo not drawn),29,-8,1,0.9,-28,0,99,-0.3,0.75,101
CCOC(=O)C(=O)N1CCN(c2cc3c(cc2[N+](=O)[O-])n(C)c(=O)n3C)CC1,0,-4,7,-0.2,0,0,96,-0.2,1.1,98
C=C(C)c1cccc(C(C)(C)NC(=O)Nc2ccc(Cl)cn2)c1,1,-4,-3,11*,-1,10,99,-0.1,1,91
O=C(COc1cccc(-n2cnnn2)c1)Nc1ccccc1,-10,3,13,-0.9,10,-9,92,-0.3,0.95,110
COc1ccc(CCNC(=O)CNCC2CCCO2)cc1OC (stereo not drawn),3,-3,9,-0.9,-3,5,97,0.0,1.3,96
CCN(Cc1ccccc1)C(=O)CCCOc1ccccc1,21,-2,-20,-0.9,-21,-18,117,0.7,1.8,116
O=C(N/N=C/c1cn(-c2ccccc2)nc1-c1ccc(F)cc1)c1ccc2c(c1)OCO2,7,0,13,1.8,-7,7,90,-0.1,0.98,94
Clc1ccccc1CSc1nnc(-c2ccccn2)n1Cc1ccco1,19,-7,13,6.5,-19,8,95,-0.5,1.1,93
O=C(C1=C[C@@H](c2ccc(C(F)(F)F)cc2)C[C@@H](OCc2ccc(CO)cc2)O1)N1CCOCC1,0,-9,x,9.0*,0,0,x,0.0,0.94,101
CN=C(NC1CCCCC1)c1ccc(Cl)cc1,-5,3,4,-0.4,5,0,99,-0.6,1.5,100
CC(=O)Nc1cccc(N(C)S(C)(=O)=O)c1,-16,-3,-8,0.4,16,-4,110,0.0,1.2,104
c1ccc(NCc2ccccn2)cc1,2,-2,0,1.2,-2,-20,104,-0.4,1.1,118
CCCN1CCN(c2ncnc3scc(C4COc5ccccc5O4)c23)CC1 (stereo not drawn),-4,-6,4,1.6,4,6,101,-0.4,0.49,93
CCCSC1=N/C(=C\C=C\c2ccco2)C(=O)S1,13,6,0,2.6,-13,10,105,-0.1,1.2,91

# 2 entries from above, bar-delimited.
smiles | APP 5'UTR act | FLuc inh counter | STAT3 blocker | RAM network inh | APP 5UTR inh | STAT1 blocker | STAT3 act | Hsp70 act | NF-kB neuron act | STAT1 act
Cc1nc2ccc(N)cc2c(=O)n1Cc1ccc(Cl)cc1 | 23 | 0 | 3 | 0.7 | -23 | -12 | 106 | -0.3 | 1.4 | 111
CCCSC1=N/C(=C\C=C\c2ccco2)C(=O)S1 | 13 | 6 | 0 | 2.6 | -13 | 10 | 105 | -0.1 | 1.2 | 91

# Other compounds.
SMILES,APP 5'UTR act,FLuc inh counter,STAT3 blocker,RAM network inh,APP 5UTR inh,STAT1 blocker,STAT3 act,Hsp70 act,NF-kB neuron act,STAT1 act
Cc1nnc(SCC(=O)Nc2ccccc2)[nH]c1=O,-17,2,11,0.3,17,0,96,-0.1,1.5,100
Cc1nc2ccccc2c2c1C(=O)N(C(C)C)C2=O,-1,-6,-3,1.1,1,1,102,-0.6,0.82,99
N=C1C(c2nc3ccccc3s2)=C(O)CN1CCCO,-1,-7,8,1.2,1,-9,94,-0.1,1.1,108
O=C(c1ccc(=O)[nH]n1)N1CCN(S(=O)(=O)c2ccc3ccccc3c2)CC1,3,4,12,2.1,-3,6,97,-0.1,1.3,93
COc1ccc(Nc2nc3ccccc3nc2C)cc1,-7,-1,25,0.7,7,-2,82,-0.3,0.99,102
N/C(=N\c1nc(C(F)(F)F)cc(=O)[nH]1)Nc1ccc(Cl)cc1,-4,-5,-5,3.9,4,-2,100,-0.3,0.79,102
COc1ccc(-c2ccc(C(=O)O)c(=O)[nH]2)cc1,5,9,7,1.0,-5,2,98,-0.2,1.5,100
O=C(Nc1c(Cl)cc(Cl)cc1C(=O)NCC1CCCO1)c1ccco1 (stereo not drawn),-6,-8,0,0.3,6,1,106,-0.3,1.3,99
CC(C)(C)NC(=O)/C(=C/c1ccco1)c1ccccc1,13,-16,-10,0.9,-13,13,108,-0.4,1.4,88
O=c1c2oc3ccccc3c2ncn1Cc1ccccc1Cl,0,-2,4,0.4,0,-7,97,0.1,2.5,104
COc1ccc(NS(=O)(=O)c2cc(NC(=O)c3cc(=O)c4ccccc4o3)ccc2OC)cc1,5,-6,9,9.6*,-5,-13,98,-0.3,1,111
CC(C)C(OC(=O)c1nsc(Cl)c1Cl)C(=O)NCc1ccc2c(c1)OCO2 (stereo not drawn),5,-7,11,4.0,-5,1,100,0.4,1.1,99
O=C(Cn1nnc(-c2ccccc2)n1)N1CCN(S(=O)(=O)c2ccc(Cl)cc2)CC1,-2,-6,-3,3.4,2,2,105,-0.3,1.1,98
CCOc1ccc(C2CC(c3cccc(C)c3)n3nc(N)nc3N2)cc1 (stereo not drawn),0,-7,-4,0.8,0,7,103,-0.2,0.65,91
Cn1c(CNc2ccc(F)cc2)nnc1SCC(=O)NNC(=O)Cc1ccccc1,16,-4,1,7.0,-16,-2,102,-0.3,1.1,100
O=C(N/N=C/c1ccc(Br)o1)c1ccc2c(c1)OCCO2,46,74*,-10,0.0,-46,-32,106,0.7,3,130*
Cc1oc(-c2ccccc2Cl)nc1CSCC(=O)NC1CCCC1,9,-1,1,1.1,-9,-1,103,-0.1,1.1,101
Cn1cc(C(=O)NCc2cccs2)c(=O)c2cc(S(=O)(=O)N3CCCC3)ccc21,9,-4,0,4.6,-9,2,103,-0.1,1.2,98
CC(OC(=O)c1ccco1)C(=O)NCc1cccs1 (stereo not drawn),10,-4,-9,0.1,-10,3,113,-0.2,0.95,96
COc1cc(CNCCc2ccccc2)cc(Cl)c1OCc1ccccc1,-7,0,10,-0.6,7,-2,97,-0.1,0.85,101
CC(C)c1ccc(CCNC(=O)c2ccc([N+](=O)[O-])cc2)cc1,11,0,5,2.1,-11,2,101,-0.5,0.97,98
Cc1ccc(-n2nnc3c(=O)n(Cc4cc(C)ccc4C)cnc32)cc1,-5,-3,-2,3.2,6,-7,105,-0.3,1.2,106
O=C(NNCC(O)COc1ccccc1)c1ccccc1 (stereo not drawn),12,-4,-6,0.5,-12,6,109,0.1,1.1,95
CN(C)CCNC(=O)c1ccc2c(c1)N(Cc1ccc(F)cc1)CCS2,-1,-6,23,0.3,1,-7,88,-0.3,0.72,107
Cn1cc(C(=O)CCl)c2ccccc21,-6,-3,9,-0.4,6,3,94,0.1,0.41,95
# (further entries)
SMILES,APP 5'UTR act,FLuc inh counter,STAT3 blocker,RAM network inh,APP 5UTR inh,STAT1 blocker,STAT3 act,Hsp70 act,NF-kB neuron act,STAT1 act
CCOc1ccc(N2C(=O)CC(N(CCc3ccc(OC)c(OC)c3)C(=S)Nc3ccccc3)C2=O)cc1 (stereo not drawn),3,-2,3,0.7,-3,-6,100,-0.3,1.4,106
Cc1ccc(CNC2=NCCCCC2)n1C,-12,-6,7,3.2,12,-3,98,-0.3,0.98,103
CC(C)COP(=O)(OCC(C)C)C(O)c1ccccc1F (stereo not drawn),5,-10,-1,-1.8,-5,4,107,-0.2,1.1,97
CCCCCCCCCCCCCCCC(=O)OC[C@H](COP(=O)([O-])OCC[N+](C)(C)C)OC(=O)CCCCCCCCCCCCCCC,7,-8,-2,0.6,-7,2,104,-0.2,1.1,98
COc1cccc(/C=N/n2c(-c3cccs3)n[nH]c2=S)c1,-21,-2,4,-0.8,21,6,98,-0.2,1.2,95
COc1ccc2cc3cc(C(=O)NCC4CCCO4)oc3nc2c1 (stereo not drawn),-5,-4,14,0.5,5,-10,91,0.1,1,109
COc1ccc(Nc2nnc(-c3ccc(C)cc3)c3ccccc23)cc1C(=O)N1CCCCC1,19,-3,-1,-0.6,-19,-4,105,-0.3,0.9,104
CCC(=O)N/C=C/n1cnc2cc(C(F)(F)F)ccc21,1,-4,10,0.3,-1,-3,98,-0.2,1.2,103
CCn1c2ccccc2c2cc(NC(=O)COC(=O)c3cc(OC)c(OC)cc3OC)ccc21,5,-6,-4,3.4,-5,5,100,-0.4,0.66,95
Cc1ccc(C(=O)NCC(=O)OC(C)C(=O)Nc2ccc(N(C)C)cc2)cc1C (stereo not drawn),6,0,0,-0.2,-6,2,103,-0.4,1.2,98
O=C(Nc1ccn(Cc2ccccc2)n1)c1cccc(Cn2cc([N+](=O)[O-])cn2)c1,2,6,-6,0.8,-2,-10,107,-0.3,1,109
CCC(=O)N(Cc1cc2cc(OC)ccc2[nH]c1=O)c1ccccc1C,-1,-9,4,2.8,1,4,100,-0.1,0.94,96
CC1CCN(c2c([N+](=O)[O-])c(=O)n(-c3ccccc3)c3ccccc23)CC1,3,2,3,1.7,-3,2,102,-0.1,1.1,98
CC(=O)Oc1c(C)cc(O)c2ccccc12,0,-3,-28,2.1,0,-6,127,-0.4,0.72,107
Cc1ccc(/C=C/C(=O)c2ccccc(=O)c2O)cc1C,4,18,1,1.5,-4,-11,103,0.1,2,110
Cc1ccc(C(C(=O)NC2CCCCC2)N(C(=O)c2csnn2)C2CC2)o1 (stereo not drawn),20,-4,5,0.1,-20,4,104,-0.3,1.3,97
